MEKK2 WT-MEK5 = raises or lowers MEK5 binding to wildtype human MEKK2 PB1 domain; Q9Y2U5; AID 1531; binding response (% of control), % at 10 µM; bead flow cytometry, Alexa488-MEK5 binding to MEKK2 WT; actives lie on both sides; actives 1.1% (n = 290,000); in the data active means binding response below about 67% or above about 130%
GPR7 antag = antagonists of human GPR7 (neuropeptides B/W receptor 1) | GPR7-expressing cells, fluorescence antagonist assay | inhibition, % at 4.4 µM | actives 1.1% (n = 290,000); in the data active means inhibition above about 16%, passing the limit was not always enough;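 further: cells stimulated with the agonist NPW; 0% = agonist with vehicle and 100% = vehicle without agonist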
NALP1 inh = blocks the NALP1 inflammasome reconstituted in yeast; actives 0.61% (n = 280,000); inhibition, % at 10 µM; S. cerevisiae NALP1/ASC/caspase-1 growth, X-gal OD620, 72 h; in the data active means inhibition mostly above about 24%, no sharp cut-off; inactive means mostly below about 32%; further: some compounds called inactive have numbers as strong as hits
MEKK2mut PB1 HTS = signal of MEK5 binding to mutant human MEKK2 PB1 domain | actives 0.35% (n = 290,000) | bead flow cytometry, Alexa488-MEK5 binding to MEKK2 mutant | percent response, % at 10 µM; in the data active means percent response above about 24%, passing the limit was not always enough; further: inactives centre near 1; some results filed as inactive read as strong as hits; reference of the scale not given here
M18AAP inhibitor = PfM18AAP enzyme inhibition | recombinant PfM18AAP, H-Glu-NHMec fluorogenic cleavage | inhibition, % at 7.35 µM | actives 1.2% (n = 290,000);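 active means inhibition above the campaign mean inhibition over all tested compounds plus 3 SD, cut at about 28% in these data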;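 further: 0% = plate median of test compound wells and 100% = 2 mM ZnCl2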
PHOSPHO1 inh = blocks human PHOSPHO1 phosphatase activity; Q8TCT1; recombinant PHOSPHO1, absorbance phosphatase assay; inhibition, % at 13.3 µM; actives 1.1% (n = 290,000); AID 1565; in the data active means inhibition above about 60%
FID counter = fluorescent intercalator displacement, NS3 helicase counter-screen; inhibition, % at 7.9 µM; actives 0.17% (n = 290,000); DNA fluorescent intercalator displacement, fluorescence; in the data active means inhibition above about 37%;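 further: 0% = vehicle and 100% = reference compound; higher means more ethidium bromide displaced from hairpin DNA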
OXTR agonist = agonists of human oxytocin receptor; P30559; CHO-OTR cells, Fluo-8 calcium fluorescence; normalized: DMSO 0%, oxytocin 100%; activation, % at 3 µM; actives 0.32% (n = 320,000);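 active means activation above the mean of all tested compounds plus 3 SD, cutoff set per screening run, cut at about 20% in these data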;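 further: peak over basal fluorescence ratio from a 100 s FLIPR kinetic read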
Target sequence (P30559 whole entry, looked up): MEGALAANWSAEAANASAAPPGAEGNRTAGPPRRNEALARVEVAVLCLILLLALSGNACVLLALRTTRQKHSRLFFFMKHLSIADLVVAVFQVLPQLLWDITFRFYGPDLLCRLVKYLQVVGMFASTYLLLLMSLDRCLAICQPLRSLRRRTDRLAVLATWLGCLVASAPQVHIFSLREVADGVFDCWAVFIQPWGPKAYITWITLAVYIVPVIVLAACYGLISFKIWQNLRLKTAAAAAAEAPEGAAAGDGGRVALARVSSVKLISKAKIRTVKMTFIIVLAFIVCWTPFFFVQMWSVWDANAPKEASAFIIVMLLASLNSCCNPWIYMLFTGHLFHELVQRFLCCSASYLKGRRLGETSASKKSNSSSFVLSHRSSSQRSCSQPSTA
MEKK3 PB1 HTS = raises or lowers MEK5 binding to the human MEKK3 PB1 domain. bead-based flow cytometry, Alexa488-MEK5 binding to MEKK3; actives lie on both sides; 0 = blocked by unlabeled MEK5, 100 = vehicle. AID 1529. binding response (% of control), % at 10 µM. actives 1.4% (n = 290,000). Q99759;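 active means binding response more than 3 SD above or below the average of its plate-row segment, actives on both sides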;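 further: Alexa488 bead fluorescence after subtracting the streptavidin-only scavenger bead signal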
Target sequence (Q99759 whole entry, looked up, the tested form may be a part): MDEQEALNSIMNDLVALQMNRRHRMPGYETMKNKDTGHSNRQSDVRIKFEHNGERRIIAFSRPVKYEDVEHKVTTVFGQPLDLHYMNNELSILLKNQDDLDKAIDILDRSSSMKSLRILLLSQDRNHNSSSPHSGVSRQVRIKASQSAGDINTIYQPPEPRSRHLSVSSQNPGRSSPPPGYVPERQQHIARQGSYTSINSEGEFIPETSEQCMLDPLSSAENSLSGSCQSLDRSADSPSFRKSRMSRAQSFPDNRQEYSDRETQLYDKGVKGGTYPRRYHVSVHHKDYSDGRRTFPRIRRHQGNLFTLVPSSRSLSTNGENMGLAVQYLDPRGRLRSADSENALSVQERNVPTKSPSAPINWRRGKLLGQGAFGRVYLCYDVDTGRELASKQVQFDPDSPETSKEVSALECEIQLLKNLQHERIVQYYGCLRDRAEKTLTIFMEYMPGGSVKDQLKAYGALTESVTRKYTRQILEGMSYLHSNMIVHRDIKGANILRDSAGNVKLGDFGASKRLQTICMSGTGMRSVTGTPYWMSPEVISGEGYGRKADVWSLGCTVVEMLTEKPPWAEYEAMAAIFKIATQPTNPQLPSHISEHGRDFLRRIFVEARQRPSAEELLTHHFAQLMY
An asterisk follows results filed as active; nt = not tested or not shown; [ ] = another dose, or the depositor's remark. The order is random; any-hit rate near 6.2%.

SMILES	MEKK2 WT-MEK5	GPR7 antag	NALP1 inh	MEKK2mut PB1 HTS	M18AAP inhibitor	PHOSPHO1 inh	FID counter	OXTR agonist	MEKK3 PB1 HTS
Cc1cccn2c(=O)c3cc(C(=O)N4COCC4(C)C)sc3nc12	101	0	-19	0	-4	16	0	-1.1	101
Cc1[nH]n(-c2ccccc2)c(=O)c1C(c1ccc(O)c([N+](=O)[O-])c1)c1c(C)[nH]n(-c2ccccc2)c1=O	98	16	nt	1	10	nt	-5	15	100
O=c1c2c3c(sc2nc2n1CCCC2)CCCC3	98	0	13	2	4	2	-7	-1.1	95
O=C(Nc1ccccc1O)/C(=C\c1ccccc1)NC(=O)c1ccccc1	105	-2	-6	0	0	50	4	1.3	117
COC(=O)CC1=C(C(=O)OC)C(c2ccc3c(c2)OCO3)C(C#N)=C(N)O1 (stereo unspecified)	86	-9	nt	-17	6	38	-11	0.2	89
COc1cc(OC)nc(S(C)(=O)=O)n1	106	-7	35	-2	-13	2	0	1.1	108
Cc1ccc(S(=O)(=O)N2CCOCC2)cc1C(=O)Nc1nc2ccccc2[nH]1	104	-7	32	10	-1	2	-12	1.6	99
Cc1cc2c(cc1C)NC(c1c(C)n(C)n(-c3ccccc3)c1=O)C1=C(CC(C)(C)CC1=O)N2 (stereo unspecified)	102	-10	5	1	7	45	-12	2.4	108
CC(Nc1ncnc2nc[nH]c12)c1ccccc1 (stereo unspecified)	104	-6	22	8	-1	-12	4	3.9	104
CCOC(=O)c1c(C)[nH]c(NC(=O)Nc2c(C)n(C)n(-c3ccccc3)c2=O)c1C	nt	-11	17	nt	7	2	-11	-0.3	nt
Cc1ccc(S(=O)(=O)N(CC(=O)Nc2ccccc2C(=O)O)c2ccccc2C)cc1	84	-14	4	-2	2	22	-10	-0.6	82
CC(C)CCC1(CCNC(=O)c2cccs2)CCOC(C)(C)C1 (stereo unspecified)	103	-3	-12	6	3	16	-35	-1.1	104
CCN=C1SC(C(=O)Nc2cccc(C)c2)CC(=O)N1CC (stereo unspecified)	106	-3	16	4	-1	10	-7	0.2	102
N#Cc1c(-c2ccccc2)[nH]c(=S)[nH]c1=O	105	-6	-8	2	34*	24	-3	0.0	104
CNC(=O)c1ccc(-n2nc(C)cc2-c2ccccc2)cc1	113	-3	0	2	-3	15	-17	0.1	112

A second format for part of the listing above.
> O=c1c2c3c(sc2nc2n1CCCC2)CCCC3
  MEKK2 WT-MEK5: 98 | GPR7 antag: 0 | NALP1 inh: 13 | MEKK2mut PB1 HTS: 2 | M18AAP inhibitor: 4 | PHOSPHO1 inh: 2 | FID counter: -7 | OXTR agonist: -1.1 | MEKK3 PB1 HTS: 95

> O=C(Nc1ccccc1O)/C(=C\c1ccccc1)NC(=O)c1ccccc1
  MEKK2 WT-MEK5: 105 | GPR7 antag: -2 | NALP1 inh: -6 | MEKK2mut PB1 HTS: 0 | M18AAP inhibitor: 0 | PHOSPHO1 inh: 50 | FID counter: 4 | OXTR agonist: 1.3 | MEKK3 PB1 HTS: 117

The main list resumes; the two compounds before the break are reprinted first.
SMILES	MEKK2 WT-MEK5	GPR7 antag	NALP1 inh	MEKK2mut PB1 HTS	M18AAP inhibitor	PHOSPHO1 inh	FID counter	OXTR agonist	MEKK3 PB1 HTS
N#Cc1c(-c2ccccc2)[nH]c(=S)[nH]c1=O	105	-6	-8	2	34*	24	-3	0.0	104
CNC(=O)c1ccc(-n2nc(C)cc2-c2ccccc2)cc1	113	-3	0	2	-3	15	-17	0.1	112
Nc1ccc(OCCCc2c(N)nc(N)nc2N)cc1	110	-8	8	8	2	34	1	-0.4	82*[inhibitor]
Cc1ccc(OCc2csc(N)n2)cc1	101	-11	0	1	-9	-5	-5	0.8	96
Cc1sc2nc(SCC(=O)Nc3ccc(S(N)(=O)=O)cc3)[nH]c(=O)c2c1C	99	-13	15	0	-4	-18	-13	-0.4	102
O=C(Nc1ccsc1C(=O)O)c1ccccc1	97	-15	4	-2	-11	nt	-3	-0.2	97
CCOC(=O)Nc1ccc2c(c1)N(C(=O)CCN(CC)CC)c1ccccc1S2=O (stereo unspecified)	108	21	20	2	-56	-23	-3	0.0	103
COc1ccccc1/C=C1\SC(=S)N(NS(=O)(=O)c2ccccc2)C1=O	107	-17	1	6	-2	24	-24	-1.6	104
CCOC(=O)c1[nH]ncc1CN1CCC(Cc2cccc(OC)c2)(C(=O)OCC)CC1	104	-4	0	-1	1	20	-7	-0.4	105
COCCCNC(=O)CCCOc1ccccc1	99	5	3	-1	-2	1	1	0.6	96
CCCn1c2c(c(O)c(C(=O)NCCCN(CC)CC)c1=O)CCCC2	89	-11	27	14	-5	4	12	0.4	78
O=[N+]([O-])c1ccc(S(=O)(=O)N(CC(O)CN2CCCCC2)c2ccccc2)cc1 (stereo unspecified)	108	5	6	3	4	37	16	-0.1	101
COc1ccc(Cc2nnc(SC)[nH]c2=O)cc1	107	-4	54	6	-3	8	-1	0.1	104
CC(=O)OC[C@H]1O[C@@H](Sc2cccc3cccnc23)[C@H](OC(C)=O)[C@@H](OC(C)=O)[C@H]1OC(C)=O	99	-8	28	-2	-5	-10	-22	-1.2	93
CCOCCn1c(SCCCc2ccccc2)nc2c1c(=O)[nH]c(=O)n2C	97	2	6	0	-15	-21	-17	-1.9	94
C=CCc1ccc(OCCCCOc2ccc(C(=O)O)cc2)c(OC)c1	98	10	1	-5	5	24	-22	1.8	103
COc1ccc(CNC(=O)CN(C(=O)CCC(=O)Nc2nccs2)c2ccc(C)cc2)cc1	93	4	10	-8	-1	24	-50	-1.6	94
COCCNc1nc(-c2ccc(OC)cc2)c(-c2ccc(OC)cc2)s1	99	-10	35*	-1	-5	32	-2	-0.8	102
CCOC(=O)c1cc2n(n1)C(C(F)(F)F)CC(C)N2 (stereo unspecified)	101	-15	16	0	1	-25	-2	1.1	99
Cc1ccc(S(=O)(=O)N2CC(O)C[C@H]2C(=O)OCC(=O)c2ccccc2)cc1 (stereo partly specified)	97	16	22	-1	-7	6	-17	-0.6	98
CCC(CC)C(=O)c1c[nH]c(C(=O)NCc2ccncc2)c1	99	1	-24	-3	-8	-12	-1	0.1	101
CCc1cc(=O)oc2c(CN3CCN(C)CC3)c(O)c(Cl)cc12	100	-12	2	-1	8	5	-15	0.7	105
C=CCNC(=O)C1CC(=O)N(c2ccc(OCc3ccc(F)cc3)cc2)C1 (stereo unspecified)	106	-5	14	6	-5	24	-21	4.5	107
CCN1CCN(C(C(=O)NC2CCCC2)c2ccc(Cl)cc2)CC1 (stereo unspecified)	111	nt	6	13	nt	9	nt	-0.7	108
CS(=O)(=O)c1ccc(-c2csc(-c3cccnc3)n2)cc1	98	3	4	3	6	23	-22	1.2	101
CN1CCN(C(=S)Nc2ccc(Cl)cc2)CC1	109	-11	-15	5	-2	13	1	1.2	103
CCc1c(C)nc2cc(-c3cc(OC)cc(OC)c3)nn2c1N1CCN(CCN2CCOCC2)CC1	107	-7	2	4	-10	2	3	0.5	105
CC(=O)c1cccc(NC(=O)CCS(=O)(=O)c2cc3c(cc2C)NC(=O)CO3)c1	101	18	9	-2	-1	22	-1	-0.3	103
CCOC(=O)N1CCC(Nc2c(Nc3cccc(CC)c3)c(=O)c2=O)CC1	100	5	7	2	-11	26	-24	2.2	100
c1ccc(CCN2CCN=C2Nc2ccccc2)cc1	103	-8	19	8	5	-7	-6	1.1	102
CSC1=NC(C(Cl)(Cl)Cl)N=C(c2ccccc2)N1 (stereo unspecified)	103	4	4	2	-6	20	-2	0.2	106
O=C(COC(=O)C1CCC(=O)N1)Nc1ccc(Br)cc1 (stereo unspecified)	112	-4	4	20	1	-16	-1	-0.2	103
CCc1ccc(OCC(=O)Oc2ccc([N+](=O)[O-])cc2)cc1	50*[inhibitor]	11	22	-15	-5	56	6	2.7	39*[inhibitor]
CN(C)c1ccc(C=Nc2cnn(C)c2C(N)=O)cc1	103	-16	-4	1	5	-23	-3	1.6	98
COc1ccccc1Nc1nc2ccc(C)cc2cc1C#N	nt	-2	-4	nt	-4	24	3	0.3	nt
COc1ccc(NC(=S)N2CCN(S(=O)(=O)c3ccccc3)CC2)cc1	97	-7	-6	-1	3	23	-17	nt	94
CCN(CCCCCN(C)C)Cc1cc2ccccc2o1	98	3	32	-1	0	13	10	0.9	94
CCN(C(=O)COC(=O)c1ccc(S(=O)(=O)N2CCCc3ccccc32)cc1)C1CCS(=O)(=O)C1 (stereo unspecified)	101	11	19	-1	-8	27	-4	0.0	101
CC(=O)Nc1ccc(S(=O)(=O)NC(C)C(=O)OCC(=O)NC2CCCC2)cc1 (stereo unspecified)	95	-4	22	-1	3	-6	0	-0.6	95
O=C(CCC(=O)Nc1cc(C(F)(F)F)ccc1Cl)N/N=C\c1cc([N+](=O)[O-])ccc1O	109	-2	-9	7	-4	25	5	5.0	109
Cc1occc1-c1nnc(SCC(N)=O)o1	94	-13	3	-6	-3	34	0	0.2	95
CCCn1nnc(NC(=O)c2ccc([N+](=O)[O-])cc2Cl)n1	104	4	-10	3	-1	18	2	0.0	103
CCOC(=O)c1cnn(-c2cc(C)nc3c(-c4ccc(Cl)cc4)c(C)nn23)c1N	110	-3	14	5	-16	45	-2	nt	110
C=CCNc1nnc(C)c2ccccc12	100	2	13	2	11	11	-1	-1.3	96
CCOC(=O)CSc1nnc(CNC(=O)c2ccc(OC)cc2)n1C1CCCCC1	98	-1	1	0	5	40	-38	3.9	103
C=C(C)c1cccc(C(C)(C)NC(=O)Nc2ccccc2OCC)c1	101	-8	28	-2	-2	9	-15	-2.3	98
c1ccn(-c2ccc(-c3ccn[nH]3)cc2)c1	95	-4	-5	-5	4	53	-9	1.1	99
O=C(c1cccc([N+](=O)[O-])c1)N(c1ccccn1)c1ccccn1	104	-1	27	-14	1	6	5	0.5	97
COCCNC(=O)c1ccccc1NC(=O)CSc1ccc(C)cc1	91	-10	-2	2	2	20	-13	-0.8	104
Cc1[nH]n(-c2ccccc2)c(=O)c1-c1cccc(Cl)c1	104	-15	2	5	-15	38	1	-1.0	99
CCc1[nH]nc2c1C1(C(=O)N(Cc3ccccc3)c3ccccc31)C(C#N)=C(N)O2 (stereo unspecified)	99	-15	23	-1	6	-14	-36	-0.1	99
COc1ccc(/C=N/NC(=S)Nc2ccccc2)cc1COc1ccc(F)cc1F	93	10	-8	-2	3	-11	-13	1.1	97
Cc1ccc(/C=C(\C#N)C(=O)Nc2c(C)cccc2C)s1	99	-4	13	3	-1	-7	-5	3.0	105
O=C(Cn1nc(Cc2cccnc2)c2ccccc2c1=O)NCC1COc2ccccc2O1 (stereo unspecified)	96	1	25	-2	0	-5	-23	0.2	98
COC(=O)c1ccc2c(=O)n(CCN3CCOCC3)c(SCC(=O)Nc3ccc(OC)cc3OC)nc2c1	101	-5	1	3	2	27	-5	0.1	101
CCn1c(=S)[nH]c2sc3c(c2c1=O)CCCCC3	89	-8	-12	-6	2	-145	-8	-1.6	96
Nc1cc(N)nc(SCC(=O)N2CCc3ccccc32)n1	98	7	-16	6	-3	-2	-4	0.1	101
COc1ccc2c(c1)c(=O)cc(C)n2CC(=O)NCc1ccco1	94	-5	5	0	3	-12	1	3.0	84
COc1ccc(S(=O)(=O)N2CCN(CC(O)COc3ccc(CC#N)cc3)CC2)cc1OC (stereo unspecified)	101	-14	19	-1	3	10	-17	0.0	102
Cc1ccc(C(=O)N/C(=C\c2ccco2)C(=O)NCCN2CCOCC2)cc1	112	-4	3	6	2	40	-9	1.4	102
COc1cccc(/C(C#N)=C/c2c(-c3ccc(Cl)cc3)nc3c(C)cccn23)c1	97	-14	31	-1	0	25	4	-1.7	102
O=C(NN1C(=O)c2ccccc2C1=O)C1CCCCC1	nt	0	3	nt	-6	34	-3	-0.8	nt

Screens as filed in PubChem BioAssay.
